ADAM17 inh = ADAM17 inhibition, QFRET primary screen; P78536; recombinant ADAM17, EDANS/DABCYL FRET peptide cleavage; inhibition, % at 6.95 µM; 0.83% of 370,000 active; AID 720648;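 active = inhibition above the mean of compounds lying between control limits plus 3 SD, set per campaign, cut at about 8.5% in these data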;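 note: 0% = DMSO-only wells as the low control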
ARFGAP1 inh = inhibits rat ARF GTPase activating protein 1; AID 651572; inhibition, % at 16.5 µM; Arfgap1-stimulated ARF1 GTP hydrolysis, GDP FP detection; 0.26% of 360,000 active; Q62848;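 active = inhibition above a per-plate limit, mean inhibition of low control wells plus 3 SD, cut at about 25% in these data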;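 note: 0% = DMSO wells with enzyme and 100% = wells lacking Arfgap1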
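Material: truncated rat Arfgap1 GAP domain; Incubation: compound-enzyme preincubation 20 min, reaction 120 min, detection 60 min, 25 °C; Read-out: percent inhibition of Arfgap1-stimulated GTP hydrolysis; Technique: FP, GDP Alexa 633 tracer displaced from anti-GDP antibody, 620/688 nm; Controls: No-Arfgap1 wells (100%) versus DMSO full-reaction wells (0%); Replication: single well per compound.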
ADAM10 inh = inhibits human ADAM10; O14672; recombinant ADAM10, EDANS/DABCYL FRET peptide cleavage, 3 h; inhibition, % at 7 µM; 0.62% of 370,000 active; AID 720582;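 active = inhibition above a per-campaign cutoff equal to the mean of compounds falling between control-based bounds plus 3 SD, cut at about 20% in these data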;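 note: 0% = DMSO wells while the 100% control is not disclosed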
ASAP1 inh = ASAP1 ArfGAP inhibition; inhibition, % at 16.5 µM; 0.19% of 360,000 active; Q9ULH1; ASAP1-stimulated ARF1 GTP hydrolysis, GDP FP detection; in the data active = inhibition above about 25%;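 note: 0% = vehicle with enzyme and substrate and 100% = no enzyme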
KLK7 zymogen act = proKLK7 (human) activation, primary screen. activation, % at 7 µM. P49862. 0.9% of 370,000 active. AID 652039. purified proKLK7, EDANS-DABCYL substrate fluorescence; 100% is mature enzyme control, 0% vehicle;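 active = activation above the mean of all tested compounds plus 3 SD, computed per campaign excluding outliers beyond control limits, cut at about 13% in these data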
TDP2 absorb = blocks human TDP2 phosphodiesterase activity; recombinant TDP2, T5PNP hydrolysis, p-nitrophenol absorbance 415 nm; inhibition, % at 12.8 µM; 0.34% of 370,000 active; AID 720702;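 active = inhibition above the mean of all tested compounds plus 3 SD, set per campaign, cut at about 25% in these data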;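 note: 0% = DMSO with enzyme and 100% = buffer with substrate but no TDP2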
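Test system: Human TDP2 enzyme | Reagent: 5 mM T5PNP | Compound dosing: 12.8 µM single point, 1% DMSO | Incubation: Enzyme reaction with compound for 2 h at 37 °C | Technique: p-Nitrophenol epi absorbance | Read-out: % inhibition relative to enzyme-containing and enzyme-free wells | Benchmarks: High control without enzyme, low control DMSO plus TDP2 | Replicates: Singlicate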
LEDGF integ inh = blocks HIV-1 LEDGF/p75-dependent DNA integration | 0.64% of 370,000 active | AID 743269 | inhibition, % at 3.7 µM | TR-FRET IN-LEDGF/p75 DNA integration, Eu/Cy5;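 active = inhibition above the screen-wide mean plus 3 SD, cut at about 13% in these data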;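 note: signal is the Cy5 over europium emission ratio at 671 and 618 nm; 0% = plate median of compound wells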
Tn7 DDE FP = DD(E)-Tn7 binding inhibition, primary FP screen; inhibition, % at 8.3 µM; 0.13% of 370,000 active; FP displacement of FITC-Tn7 peptide from fibrin DD(E); 0% = median of compound wells per plate; P02675;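 active = inhibition above the mean of compounds falling within the control limits plus 3 SD of them, cut at about 14% in these data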;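 note: 0% = plate median of compound wells and 100% = 10 µM Aha-Tn7 peptide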
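system = human fibrin DD(E) protein | quantity = DD(E) 2 µM final | medium = Tris/NaCl/CaCl2 buffer, pH 7.8 | also added = labelled Tn7 tracer, 0.1 µM | compound dosing = single point at 8.3 µM | timing = compound with protein 10 min, then 3 h after probe, room temperature | signal = FP measurement | benchmarks = Aha-Tn7 high control | repeats = one replicate per compound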
PLC-gamma1 inh = blocks human PLC-gamma1 enzyme activity | P19174 | purified PLC-gamma1, fluorogenic substrate, fluorescence | inhibition, % at 12.2 µM | 0.84% of 370,000 active; in the data active = inhibition above about 9.5%
Target sequence (P19174 whole entry, looked up): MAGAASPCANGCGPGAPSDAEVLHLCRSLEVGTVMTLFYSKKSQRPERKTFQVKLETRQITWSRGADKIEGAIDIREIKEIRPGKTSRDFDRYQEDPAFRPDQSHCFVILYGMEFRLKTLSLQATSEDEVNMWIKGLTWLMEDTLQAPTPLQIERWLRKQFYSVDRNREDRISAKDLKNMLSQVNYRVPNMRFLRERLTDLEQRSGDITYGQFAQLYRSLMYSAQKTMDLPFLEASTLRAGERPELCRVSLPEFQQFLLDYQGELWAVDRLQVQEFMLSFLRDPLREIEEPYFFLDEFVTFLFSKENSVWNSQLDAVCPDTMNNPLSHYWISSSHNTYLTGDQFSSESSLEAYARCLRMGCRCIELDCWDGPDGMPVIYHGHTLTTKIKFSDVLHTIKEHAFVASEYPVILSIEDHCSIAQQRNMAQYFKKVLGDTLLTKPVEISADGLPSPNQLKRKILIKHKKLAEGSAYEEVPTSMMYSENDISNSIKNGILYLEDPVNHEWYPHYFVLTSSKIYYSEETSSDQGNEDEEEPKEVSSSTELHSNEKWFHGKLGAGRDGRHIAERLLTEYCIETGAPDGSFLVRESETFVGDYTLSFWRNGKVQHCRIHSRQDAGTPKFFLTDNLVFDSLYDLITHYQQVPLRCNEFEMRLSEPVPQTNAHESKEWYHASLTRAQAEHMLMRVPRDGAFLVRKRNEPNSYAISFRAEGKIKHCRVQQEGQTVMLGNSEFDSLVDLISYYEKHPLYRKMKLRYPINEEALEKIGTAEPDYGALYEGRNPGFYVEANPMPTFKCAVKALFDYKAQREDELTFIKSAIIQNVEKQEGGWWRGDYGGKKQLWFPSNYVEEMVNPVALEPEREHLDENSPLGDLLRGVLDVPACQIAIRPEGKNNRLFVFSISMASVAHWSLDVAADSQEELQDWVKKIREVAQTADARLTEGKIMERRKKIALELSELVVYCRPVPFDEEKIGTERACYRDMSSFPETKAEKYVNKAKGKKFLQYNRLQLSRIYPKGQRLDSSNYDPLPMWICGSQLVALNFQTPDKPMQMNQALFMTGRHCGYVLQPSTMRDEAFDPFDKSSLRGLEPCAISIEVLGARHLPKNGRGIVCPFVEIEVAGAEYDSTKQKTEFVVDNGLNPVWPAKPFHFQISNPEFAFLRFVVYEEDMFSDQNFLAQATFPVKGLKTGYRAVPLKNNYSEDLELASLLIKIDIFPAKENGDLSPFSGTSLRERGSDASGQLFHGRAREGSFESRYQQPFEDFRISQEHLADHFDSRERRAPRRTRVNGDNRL
DDE Tn6 FP inh = disrupts Tn6 cyclic peptide binding to fibrin D-Dimer-E complex | 0.21% of 370,000 active | Fibrin DD(E) TRITC-Tn6 fluorescence polarization displacement | P02675 | inhibition, % at 8.3 µM;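 active = inhibition above a per-campaign cutoff: mean of compounds within control limits plus 3 SD, cut at about 15% in these data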;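 note: 0% = median of all compound wells on the plate and 100% = blocking peptide control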
An asterisk follows results filed as active; · = not tested or not shown. Not all compounds are listed; the hit share may differ from the screen's.

SMILES	ADAM17 inh	ARFGAP1 inh	ADAM10 inh	ASAP1 inh	KLK7 zymogen act	TDP2 absorb	LEDGF integ inh	Tn7 DDE FP	PLC-gamma1 inh	DDE Tn6 FP inh
O=c1[nH]c(=S)n(-c2ccccc2F)c(O)c1C=Nc1ccc(N2CCOCC2)cc1	3.1	-6.4	12.5	8.0	-0.9	1.9	11.0	-6.4	-3.9	5.4
Cc1ccc(-n2c(O)c(/C=N/N3CCCCCC3)c(=O)[nH]c2=O)cc1C	-1.5	3.1	2.9	1.0	-0.2	-12.9	1.0	-8.6	3.1	3.9
Cc1cc(/C=C2\C(=O)NC(=O)N(c3ccc(F)cc3)C2=O)c(C)n1-c1ccc(C(=O)O)cc1	-2.2	-9.8	-7.0	7.0	-1.3	3.2	3.9	-8.7	-9.8	8.2
CCOP(=O)(OCC)C(NC(=O)c1ccccc1C)C(Cl)(Cl)Cl (stereo not given)	1.4	-8.0	3.2	0.8	-0.1	-14.5	7.1	0.8	5.7	-4.5
COC(=O)Cn1cc(C=C2C(=O)NC(=O)NC2=O)c2ccccc21	-6.2	2.1	1.8	0.0	-0.3	2.1	-3.4	2.5	-1.4	0.3
O=C1NC(=O)C(Nc2ccc(Cl)c(Cl)c2)C(=O)N1	-5.5	13.9	-12.4	47.2*	0.1	8.5	0.1	-3.2	-0.6	-2.6
CN(C)C=C1C(=O)N(C2CCCCC2)C(=O)N(C2CCCCC2)C1=O	-2.5	-3.2	10.3	3.9	1.1	3.4	-2.8	-1.2	2.0	-0.3
ClCCN(CCCl)c1ccc(C=NNc2ncccn2)cc1	4.0	-4.9	-4.6	9.2	0.5	-8.5	-3.3	2.1	3.9	4.5
CC(C)C[C@@H]1COc2cccc(N3CCN(C)CC3)c2S(=O)(=O)N1	-4.8	-2.0	-7.1	10.6	0.0	8.5	-2.6	3.6	-3.2	8.3
O=C(Nc1ccccc1)N1Cc2ccccc2-n2nncc2C1	1.1	-5.8	-6.7	-10.7	0.3	-4.6	1.9	1.6	1.0	-5.2
O=C(O)c1cccc2c1NC(C(=O)O)C1CC(Sc3ccccc3[N+](=O)[O-])C(Cl)C21 (stereo not given)	-1.3	35.5*	3.5	59.4*	-1.0	16.8	52.3*	-1.8	19.1*	-3.2
CC(C)OC(=O)C1C2c3ccccc3C(c3ccccc32)C1C(=O)O (stereo not given)	-0.5	-7.9	-1.1	3.3	-0.3	3.3	1.8	2.7	0.6	0.2
CCc1ccc(NC2=NCCCS2)cc1	-2.2	-1.8	1.1	0.1	0.4	16.9	2.8	-1.1	-0.3	0.8
CCCCCSc1cc(OC)c(CCN(C)C)cc1OC	-5.1	-2.6	-2.3	-1.6	-0.7	-2.2	0.4	-1.8	0.2	-5.0
COc1ccc(OCC(=O)N2CCCC(N3CCN(c4ccccc4C)CC3)C2)cc1 (stereo not given)	-1.9	7.9	-3.7	5.8	1.3	2.3	-4.3	-1.8	1.3	-13.9
CCCCN1C(=O)NC(=O)C2(Cc3ccccc3N3CCOCC32)C1=O (stereo not given)	-6.4	2.6	-9.8	-1.4	0.2	4.0	-1.3	3.8	-2.6	2.7
Nc1ncnc2c1ccn2[C@@H]1O[C@H](CO)[C@@H](O)[C@H]1O	-2.3	·	-11.1	-1.0	-0.2	-1.0	-2.8	0.1	2.1	-3.6
COc1ccc([C@@H]2C[C@H]3[C@@H](CN2)CON3C)cc1	-3.1	·	-2.2	·	0.7	-1.6	2.8	-2.5	-0.5	-9.3
O=S(=O)(c1ccc(F)cc1)N1CCCCC1c1cccnc1 (stereo not given)	-4.1	2.2	-5.5	1.5	-0.1	12.1	-5.9	-0.3	-1.9	-1.0
c1ccc(CNC2=NCCS2)cc1	-4.5	13.8	-5.0	3.3	0.3	1.1	0.7	-1.9	-0.6	1.6
CCOC(=O)CC[C@@H]1CC[C@]2(CCCN(Cc3cccnc3)C2)O1	-4.5	·	-5.3	·	-0.8	8.9	0.2	-3.4	0.1	-3.6
CC(=O)O[C@@]12CO[C@@H]1C[C@H](OC1OCC(O)C(O)C1O)[C@@]1(C)C(=O)[C@H](O)C3=C(C)[C@@H](OC(=O)[C@H](O)[C@@H](NC(=O)c4ccccc4)c4ccccc4)C[C@@](O)([C@@H](OC(=O)c4ccccc4)C12)C3(C)C (stereo not given in full)	-1.4	17.3	-13.1	3.8	0.2	-2.4	-4.1	1.3	3.2	-4.1
N#Cc1c(/N=C/C2C(=O)NC(=S)NC2=O)sc2c1CCCC2	-1.2	-2.6	-11.0	-2.7	0.3	-6.7	-5.1	3.8	-4.7	-8.9
OCC[N+]12CCC(CC1)C(C(O)(c1ccccc1)c1ccccc1)C2 (stereo not given)	-0.6	6.5	1.1	-8.6	-0.3	3.4	-1.4	4.9	0.3	2.6
O=C(Cc1ccccc1)NC(Cc1ccc(Cl)cc1)C(=O)O (stereo not given)	1.6	1.7	3.2	-3.0	0.3	-22.6	1.3	-1.5	1.8	-7.0
Cc1c(C=O)c2ccccc2n1Cc1ccc(F)cc1	-3.5	4.9	-8.7	-2.8	0.1	-1.7	-0.9	-0.4	1.6	-1.1
CC(C)N1OC2CC1c1nc3ccccc3n1C2 (stereo not given)	-10.5	9.7	-30.2	6.3	-0.5	4.8	2.2	3.7	-6.9	5.3
CCC1(CCC(C)C)C(=O)NC(=S)NC1=O	-4.2	-1.5	-16.4	-17.8	0.0	9.1	-1.5	6.0	2.1	6.7
CCC/C(=N\O)c1c[nH]c2ccccc12	-4.0	6.8	-4.4	-6.3	-0.3	10.6	-3.0	-6.7	-4.3	-2.2
C=CCOC(=O)c1ccccc1N	-4.2	-4.4	-18.2	-0.9	-7.4	-9.2	4.5	6.0	-1.2	1.8
O=C(NCCN1CCC2(CC1)C(=O)NCN2c1ccccc1)c1ccc(OC(F)(F)F)cc1	-7.9	-3.2	-15.3	10.3	0.4	-0.7	1.3	5.8	2.3	0.8
COc1ccc(Cl)cc1NC1=NCC(C)S1 (stereo not given)	0.5	-1.7	12.7	-3.2	0.4	2.3	-0.2	1.0	2.5	2.7
O=c1[nH]c(=O)n(C2CCCCC2)c(O)c1/C=N/N1CCCCC1c1cccnc1 (stereo not given)	-4.4	0.8	-4.6	6.3	0.3	4.4	-0.9	-1.8	-0.9	-2.9
CN1CC(C(=O)c2ccccc2)C(c2ccccc2)C1 (stereo not given)	4.3	3.6	1.2	13.7	0.2	-10.0	8.6	2.6	5.2	-3.7
CCc1nnc(NS(=O)(=O)c2ccc(N=Cc3c(O)n(-c4ccccc4)c(=O)[nH]c3=O)cc2)s1	-6.6	0.9	0.3	2.9	0.3	-8.9	-3.7	3.2	-0.6	-11.4
C=CCN1CC[C@]23c4c5ccc(O)c4OC2C(=O)CC[C@@]3(O)C1C5 (stereo not given in full)	-6.0	-4.4	-9.1	-1.1	0.1	1.6	-0.8	2.9	1.3	-3.5
CNC(=O)Oc1ccc(N(C)C)cc1C(C)C	-2.8	3.4	4.0	-16.4	0.4	8.0	-3.9	-0.4	-3.6	10.5
CC(C)OP(=O)(OC(C)C)C(O)c1ccc(Br)cc1 (stereo not given)	-3.5	11.0	-1.6	4.8	-0.8	3.5	-1.2	4.3	0.1	-2.6
O=C(Nc1cccc(OC(=O)N2CCCCC2)c1)N1CCCCC1	-1.2	7.0	-2.2	1.7	-0.3	3.8	-0.9	-1.9	1.7	4.3
COc1ccc(OCC#CCN2CCC(C)CC2)cc1	0.9	-7.8	-0.2	14.8	0.1	3.8	3.1	2.2	0.4	5.0

Some of the entries above in a different format.
Under each structure – ADAM17 inh	ARFGAP1 inh	ADAM10 inh	ASAP1 inh	KLK7 zymogen act	TDP2 absorb	LEDGF integ inh	Tn7 DDE FP	PLC-gamma1 inh	DDE Tn6 FP inh
CN1CC(C(=O)c2ccccc2)C(c2ccccc2)C1 (stereo not given)
→ 4.3	3.6	1.2	13.7	0.2	-10.0	8.6	2.6	5.2	-3.7
CCC/C(=N\O)c1c[nH]c2ccccc12
→ -4.0	6.8	-4.4	-6.3	-0.3	10.6	-3.0	-6.7	-4.3	-2.2
CC(=O)O[C@@]12CO[C@@H]1C[C@H](OC1OCC(O)C(O)C1O)[C@@]1(C)C(=O)[C@H](O)C3=C(C)[C@@H](OC(=O)[C@H](O)[C@@H](NC(=O)c4ccccc4)c4ccccc4)C[C@@](O)([C@@H](OC(=O)c4ccccc4)C12)C3(C)C (stereo not given in full)
→ -1.4	17.3	-13.1	3.8	0.2	-2.4	-4.1	1.3	3.2	-4.1

Other results follow:
SMILES	ADAM17 inh	ARFGAP1 inh	ADAM10 inh	ASAP1 inh	KLK7 zymogen act	TDP2 absorb	LEDGF integ inh	Tn7 DDE FP	PLC-gamma1 inh	DDE Tn6 FP inh
O=C1NC(=O)N(c2ccccc2)C(=O)/C1=C/C=C/c1ccco1	-2.0	5.3	-3.5	2.2	-0.4	-0.6	28.3*	-9.8	-11.2	5.9
Cn1cc(C(=O)OCC(=O)N2CCCCC2)c2ccccc21	-5.0	23.0	-14.6	11.3	0.2	1.1	-5.8	5.3	1.4	-3.5
CCc1ccc2c(CN3CC=C(c4ccccc4)CC3)cc(=O)oc2c1	-10.8	-11.2	-17.4	-9.2	-0.9	-3.9	1.9	0.9	-9.9	-0.6
CN1CCN(c2ccc(C=O)cc2)CC1	-1.6	-9.4	-1.8	-9.8	-0.1	2.5	1.6	-5.4	2.0	-3.9
O=c1c2ccccc2nc(-c2cccs2)n1-c1ccccc1	-6.7	6.1	-3.8	-8.0	0.6	3.0	1.4	-1.5	-3.4	4.8
CCN(CC)c1ccc(/C=C2\C(=O)NC(=O)N(Cc3ccco3)C2=O)cc1	-1.3	4.2	-1.5	12.5	0.2	2.0	70.9*	-6.3	-1.2	1.1
CCOP(=O)(OCC)C(O)c1ccc(N(C)C)cc1 (stereo not given)	3.0	-4.3	2.2	3.6	0.0	1.0	2.7	-1.1	2.1	2.7
Cc1ccc(C(C)C)c(OCC(=O)N2CCN(Cc3nc4cc([N+](=O)[O-])ccc4n3C)CC2)c1	-0.3	7.0	7.4	-5.7	0.1	-15.4	-1.6	3.2	2.0	-3.1
c1ccc2nc(OCCN3CC3)ccc2c1	-15.0	-9.0	-25.7	10.9	1.5	-7.5	1.7	-2.6	-4.3	-4.7
CN1CCN(Cc2ccc(OC(F)(F)F)cc2)CC1	-4.5	2.9	-8.6	-3.7	-0.6	8.2	2.2	1.3	-4.0	-0.5
O=C(CCCc1ccccc1)NCCc1cnc[nH]1	-2.4	6.2	-6.4	-3.7	0.1	-5.9	1.8	2.2	-0.4	-2.0
O=C1CN=C(c2ccccc2)c2cc(Br)ccc2N1	-2.7	-5.4	3.2	-7.6	0.3	-11.6	1.2	2.2	1.0	-0.3

High-throughput results deposited in PubChem by The Scripps Research Institute Molecular Screening Center.
